Screening results from PubChem BioAssay.
DUSP3 inh: VHR1 (DUSP3) phosphatase inhibition. inhibition, % at 20 µM. P51452. recombinant VHR phosphatase, colorimetric substrate read-out. AID 1992. actives 0.7% (n = 50,000); in the data active = inhibition above about 60%; also: some results filed as inactive read as strong as hits
Target sequence (P51452 whole entry, looked up): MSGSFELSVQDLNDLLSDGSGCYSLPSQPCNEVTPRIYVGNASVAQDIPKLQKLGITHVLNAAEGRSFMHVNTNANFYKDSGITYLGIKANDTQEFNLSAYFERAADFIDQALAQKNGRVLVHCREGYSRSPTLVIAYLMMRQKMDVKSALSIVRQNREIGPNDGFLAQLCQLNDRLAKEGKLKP
* = called active by the depositor. Only part of the results is shown (hit frequency here may not be typical).

The first six compounds as a preview:
SMILES	DUSP3 inh
CCOC(=O)c1c(C)n(C)c2cc(Br)c(C(=O)OC)cc12	16.4
C[C@@H]1O[C@@H](Nc2cccc3ccccc23)[C@H](O)[C@H](O)[C@H]1O	-6.5
COc1ccc2c(c1)c(=O)oc1c(C)c(OC(C)=O)ccc12	-6.2
CCOc1cccc(C=Nc2cccc3nsnc23)c1O	-36.3
O=C(O)c1ccc(N2C(=O)c3cccc4c([N+](=O)[O-])c(O)cc(c34)C2=O)cc1	-64.9
CC1CCC(N2CCN(C(=O)c3ccc([N+](=O)[O-])cc3)CC2)CC1 (centres undefined)	14.9

The listing, from the first entry:
SMILES	DUSP3 inh
CCOC(=O)c1c(C)n(C)c2cc(Br)c(C(=O)OC)cc12	16.4
C[C@@H]1O[C@@H](Nc2cccc3ccccc23)[C@H](O)[C@H](O)[C@H]1O	-6.5
COc1ccc2c(c1)c(=O)oc1c(C)c(OC(C)=O)ccc12	-6.2
CCOc1cccc(C=Nc2cccc3nsnc23)c1O	-36.3
O=C(O)c1ccc(N2C(=O)c3cccc4c([N+](=O)[O-])c(O)cc(c34)C2=O)cc1	-64.9
CC1CCC(N2CCN(C(=O)c3ccc([N+](=O)[O-])cc3)CC2)CC1 (centres undefined)	14.9
O=[N+]([O-])c1ccc(-c2cn3c(n2)sc2ccccc23)cc1	-11.2
CCn1c2c(c3cc(C)ccc31)CCCC2=O	-15.4
CC1=C(C(=O)OCCc2ccccc2)C(c2ccc(F)cc2)C2=C(CCCC2=O)N1 (centres undefined)	-1.0
CCc1ccc(/C=C2/C(=O)NC(=O)N(c3cccc(C)c3)C2=O)cc1	0.2
COc1cc(C=C2C(=O)NC(=S)NC2=O)cc(Br)c1OCc1c(C)no[n+]1[O-]	-1.3
CCCCNC(=O)C(CCC(=O)OCc1ccccc1)NC(=O)Cc1ccccc1 (centres undefined)	-10.9
COc1cc(Br)cc(/C=N/NC(=O)Cn2c3ccccc3c(=O)c3ccccc32)c1O	-22.1
O=C(CN(c1cccc([N+](=O)[O-])c1)S(=O)(=O)c1ccccc1)Nc1ccccc1Cl	-20.6
CCOC(=O)C1=C(C)N=c2s/c(=C/c3cc(Cl)c(OCC(=O)O)c(OC)c3)c(=O)n2C1c1ccccc1Cl (centres undefined)	-22.5
CCOc1ccc(C(=O)Nc2cc(OC)ccc2OC)cc1Br	-5.3
O=C(c1cnn2c1NC(c1cccs1)CC2C(F)(F)F)N1CCOCC1 (centres undefined)	-19.2
O=C1NC(=S)NC(=O)C1=Cc1cccc(Cl)c1Cl	35.8
CCOC(=O)c1sc(C)c(C(N)=O)c1N	0.2
Cc1ccc(S(=O)(=O)/N=C2/C=C(Cl)C(=O)c3ccccc32)cc1	-1.8
CCOC(=O)C1=C(C)N=c2s/c(=C\c3ccc(C)o3)c(=O)n2C1c1cccc(OC)c1 (centres undefined)	8.1
CCC(=O)Nc1ccc(NC(=O)c2ccccc2[N+](=O)[O-])cc1	-0.5
Cc1ccc(S(=O)(=O)N2CCN(C(=O)c3cccnc3)CC2)cc1	9.5
C=CCOc1ccc(/C=C2\SC(=S)N(c3ccc(OC)cc3)C2=O)cc1OC	-3.7
O=C(COc1ccc(Br)cc1)NCc1ccc(F)cc1	-1.8
CCOC(=O)c1sc(NC(=O)c2ccc(OC)cc2)c(C(=O)OCC)c1C	-6.5
O=[N+]([O-])c1ccc(CNC2C3CC4CC(C3)CC2C4)cc1 (centres undefined)	-1.8
O=C(Nc1ccc2nn(-c3ccc(F)cc3)nc2c1)c1ccc(-c2ccc([N+](=O)[O-])cc2)o1	13.2
O=C(CSc1cccc2cccnc12)c1ccc(-c2ccccc2)cc1	-11.7
O=C1/C(=C/c2c(Cl)cccc2Cl)SC(=S)N1CCc1ccccc1	-23.1
O=C(/C=C/c1ccccc1)NCCSc1ccccn1	-12.2
COc1cc(/C=C2/SC(=S)N(C)C2=O)cc(Cl)c1OCCOc1ccc(C)cc1	-15.4
O=C(Nc1cc(Cl)ccc1O)c1cnn2c1NC(c1ccc(Br)cc1)CC2C(F)(F)F (centres undefined)	-9.8
O=C(O)CC(CC(=O)O)c1ccccc1[N+](=O)[O-]	17.6
CC1=C(C(=O)OC2CCCC2)C(c2cccc(O)c2)C2=C(CC(c3ccc(Cl)cc3)CC2=O)N1 (centres undefined)	-25.3
Cc1cccc(C2Nc3cccc4cccc(c34)N2)c1	27.1
CCOC(=O)C1=C(C)N=c2s/c(=C\c3sccc3C)c(=O)n2C1c1cc(OC)ccc1OC (centres undefined)	8.2
O=[N+]([O-])c1cncc([N+](=O)[O-])c1Nc1ccc(Cl)cn1	-12.0
CCN(CC)c1ccc(/C=c2\sc3nc4ccccc4n3c2=O)c(OC)c1	2.1
CC1=C(C)CC2C(=O)N(c3ccc([N+](=O)[O-])cc3)C(=O)C2C1 (centres undefined)	9.2
CC(C)c1ccc(/C=C(\C(=O)c2ccccc2Cl)c2nc3ccccc3o2)cc1	-18.2
COc1ccccc1N1C(=O)C2C(C1=O)C2(c1ccccc1)c1ccccc1 (centres undefined)	6.5
CC(C(=O)N1CCN(c2ccccc2)CC1)N1C(=O)c2ccccc2C1=O (centres undefined)	-30.1
Cc1ccc(S(=O)(=O)Nc2ccccc2C(N)=O)cc1	-2.6
O=C(O)c1ccc2c(c1)C(=O)N(c1ccc(Cl)c([N+](=O)[O-])c1)C2=O	-45.7
COc1ccccc1NC(=O)CC1S/C(=N\N=C\c2ccccc2)NC1=O (centres undefined)	8.4
Cc1ccc(-n2nc3cc(C)c(NC(=O)c4ccccc4I)cc3n2)cc1	-8.4
CC(=O)N1C(=O)/C(=C2\SC(=S)N(c3cccc(Br)c3)C2=O)c2ccccc21	-16.7
O=C(NCc1ccccc1)C1CN(S(=O)(=O)c2ccccc2)CCN1S(=O)(=O)c1ccccc1 (centres undefined)	-64.2
COc1ccc(OCC(=O)Nc2sc3c(c2C(N)=O)CCCC3)cc1	-19.9
CCOC(=O)c1ccccc1NC(=O)/C(=C/c1cccc([N+](=O)[O-])c1)NC(=O)c1ccccc1	-7.0
Cc1cccc(N2C(=O)CC(N3CCN(c4ccccc4Cl)CC3)C2=O)c1 (centres undefined)	0.4
S=c1nc2c(n[nH]1)c1ccccc1n2Cc1ccccc1	-8.3
CC(C)c1ccc2[nH]c3c(c2c1)CCC/C3=N\NC(=O)c1ccncc1	-30.1
COc1ccc(NC(NC(=O)c2ccco2)C(=O)c2ccccc2)cc1 (centres undefined)	-8.9
CC1(C)CC(=O)C2=C(C1)NC(SCc1ccccc1)=C(C#N)C2c1ccc(Cl)cc1 (centres undefined)	26.0
Cc1oc2cc(Br)c(OS(C)(=O)=O)cc2c1C(=O)OC(C)C	-12.1
Fc1ccc(NC(=S)NCC(c2ccccc2)c2ccccc2)cc1	0.8
O=C(NNC(=O)c1ccc2ccccc2c1O)c1ccccc1Cl	-22.4
O=C(Nc1cc([N+](=O)[O-])ccc1C(=O)Nc1cccnc1)c1ccccc1	-16.3

(continued)
SMILES	DUSP3 inh
CCCCOc1ccc2c(C)c(Cl)c(=O)oc2c1	9.5
O=C(Nc1ccc(S(=O)(=O)NC(=O)C2CCCCC2)cc1)c1cccc(Br)c1	-24.8
COc1cc(OC)cc(C(=O)N(C(=O)c2cc(OC)cc(OC)c2)c2ncccc2C)c1	-2.7
CC1=C(C(=O)Nc2ccccc2)C(c2ccc(C)o2)NC(=S)N1 (centres undefined)	10.8
CCN(CC)CCCNS(=O)(=O)c1ccc(OC)cc1	13.6
CC(C)NS(=O)(=O)c1ccc(Br)cc1	-10.7
Cc1cccc(OCC(=O)Nc2ccc(Nc3ccccc3)cc2)c1	-10.4
O=C(Nc1ccc2nc(SCc3ccccc3)sc2c1)c1ccccc1C(=O)N1CCOCC1	-8.0
COc1ccc(NC(=O)c2c(C)c(-c3ccc(Cl)cc3)nc3ccccc23)c(OC)c1	6.7
Cc1cc(I)ccc1S(=O)(=O)N1CCN(C)CC1	2.2
O=C1C2ON(c3ccccc3)C(c3ccc([N+](=O)[O-])cc3)C2C(=O)N1Cc1ccccc1 (centres undefined)	-67.7
COc1cc(C(=O)N2CCN(Cc3ccncc3)CC2)cc(OC)c1OC	1.0
CCOc1cc(/C=C2\C=C(c3ccc(Br)cc3)OC2=O)ccc1OC(C)=O	0.6
c1ccc2cc(Cn3cnc4ccccc43)ccc2c1	11.7
O=C(Cc1ccccc1)Nc1ccc(-c2nc3ccccc3[nH]2)cc1	-2.1
COC(=O)c1c(C)oc2ccc(OC(C)=O)cc12	-7.0
COc1ccc(Br)cc1/C=N/NC(=O)c1c[nH]c2ccccc12	-20.8
COc1cccc(/C=C2\SC(=Nc3cccc(Cl)c3C)NC2=O)c1	-6.1
Cc1ccc(-c2cc3nc4c(c(=O)n3[nH]2)CCCC4)cc1	0.6
CC(NS(=O)(=O)c1cccc([N+](=O)[O-])c1)C1C2CC3CC(C2)CC1C3 (centres undefined)	-1.3
c1ccc(OCCCCn2ccnc2)cc1	-20.7
O=C(COc1cccc(Cl)c1)N/N=C/c1c(Br)cc(Br)c(O)c1Br	6.7
O=C(Nc1ccc(Cl)cc1C(F)(F)F)c1ccc(I)cc1	1.5
O=C(/C=C/c1cc(Br)cs1)Nc1ccccc1	4.6
Cc1cccc(-n2c(C)cc(/C=N/NC(N)=O)c2C)c1	2.8
CC1=NN(c2ccccc2)C(=O)/C1=C\c1ccccc1Cl	-1.6
COc1ccc(/C=C/C(=O)c2ccc(C)cc2)cc1[N+](=O)[O-]	6.3
O=C(Nc1cc([N+](=O)[O-])ccc1Cl)c1cc2ccccc2o1	-2.7
CCOc1cc(OCC)cc(C(=O)N2CCN(c3ccc([N+](=O)[O-])cc3)CC2)c1	-13.2
CN(C)c1ccc(N=Cc2ccco2)cc1	14.4
CC(=O)Nc1ccc(S(=O)(=O)NCCC(C)C)cc1	-1.5
O=C(COc1ccccc1)N/N=C/c1ccccc1Cl	-10.0
Cc1cc(Cn2c(C)nc3ccccc32)c(C)cc1Cn1c(C)nc2ccccc21	12.8
C=CCN(CP(C)(=O)OC(C)C)C(C)=O (centres undefined)	-27.7
CCC(C(=O)Nc1ccccc1)c1ccccc1 (centres undefined)	7.3
O=C1C2C3C=CC(C3)C2C(=O)N1c1ccc(-c2ccnc(-c3ccc(N4C(=O)C5C6C=CC(C6)C5C4=O)cc3)n2)cc1 (centres undefined)	-7.4
CCOc1ccc(NC(=O)c2cc3cc(OC)ccc3oc2=O)cc1	-6.7
COc1ccc(Cl)cc1C(=O)Nc1ccc(Cl)c(-c2nc3ncccc3o2)c1	-29.0
COc1cc(CN2CCN(C(=O)c3cccs3)CC2)cc(OC)c1OC	-3.5
O=C(NCc1ccccn1)c1ccccc1[N+](=O)[O-]	0.5

Sorted by SMILES length (low to high): some entries from above.
SMILES	DUSP3 inh
c1ccc(OCCCCn2ccnc2)cc1	-20.7
Cc1cccc(-n2c(C)cc(/C=N/NC(N)=O)c2C)c1	2.8
COc1cc(CN2CCN(C(=O)c3cccs3)CC2)cc(OC)c1OC	-3.5
COc1ccc(/C=C/C(=O)c2ccc(C)cc2)cc1[N+](=O)[O-]	6.3
O=C(COc1cccc(Cl)c1)N/N=C/c1c(Br)cc(Br)c(O)c1Br	6.7

Other records follow:
SMILES	DUSP3 inh
CN(C)Cc1c(O)ccc2[nH]cnc12	4.1
O=C1Nc2c(S(=O)(=O)Nc3ccccc3)cc(S(=O)(=O)Nc3ccccc3)c3cccc1c23	13.0
CC(=O)Oc1ccc2c(oc(=O)c3ccccc32)c1C	7.0
NC(=O)c1ccccc1N=Cc1cc([N+](=O)[O-])ccc1O	-4.9
COC(=O)c1ccc(-c2ccc(/C=C3\C(=O)NN(c4ccccc4)C3=O)o2)cc1	-8.1
COc1cc(Br)cc(/C=C2/C(=O)NN(c3ccccc3)C2=O)c1O	58.4
COc1cc(/C=N\NC(=O)c2ccc([N+](=O)[O-])cc2)ccc1OC(=O)c1cccc2ccccc12	-11.1
Cc1ccc(S(=O)(=O)NC(C)C2C3CC4CC(C3)CC2C4)cc1 (centres undefined)	-1.8
COc1ccc(N=Nc2c(N)n[nH]c2N)cc1	-1.2
O=C(/C=C/c1ccc(Br)cc1)N1CCN(c2ccc([N+](=O)[O-])cc2)CC1	-19.4
CC1=NNC(=O)C1CC(=O)N/N=C/c1ccc(Cl)cc1Cl (centres undefined)	-0.1
CC1=NN(c2ccc(Cl)c(C(=O)O)c2)C(=O)/C1=C\c1cccc([N+](=O)[O-])c1	-8.1
O=[N+]([O-])c1ccc(-c2cc(-c3ccc(I)cc3)n[nH]2)cc1	-8.3
O=C(c1nn2c(c1Br)NC(c1ccccc1)CC2C(F)(F)F)N1CCOCC1 (centres undefined)	-17.1
O=C(COc1ccc(Cl)cc1)Nc1ccc(OC(F)(F)F)cc1	-0.6
CCOc1ccc(-c2nnc(-c3ccc4c(c3)OCO4)o2)cc1	-14.2
CCc1cccc(C)c1NS(=O)(=O)c1ccccc1	2.6
Cc1c(C(c2ccc(I)o2)c2c(C)n(C)n(-c3ccccc3)c2=O)c(=O)n(-c2ccccc2)n1C	-0.4
COc1ccc(CCNC(=O)c2ccc(C#Cc3ccccc3)cc2)cc1OC	-7.1
O=C(O)C1CCC(=O)N1C1c2ccccc2Oc2ccccc21 (centres undefined)	2.7
Oc1ccc(/C=N/Nc2nncc(-c3ccccc3)n2)c(O)c1O	-15.6
O=P(COc1ccccc1)(c1ccccc1)c1ccccc1	-32.8
COc1cc(/C=C2/C(=O)NC(=O)N(c3cccc(C)c3)C2=O)cc(Cl)c1O	11.5
O=C1CN(S(=O)(=O)c2cccc([N+](=O)[O-])c2)CC(=O)N1	-29.2
CC(C)(CN1CCN(CC(C)(C)NS(=O)(=O)c2ccccc2)CC1)NS(=O)(=O)c1ccccc1	-13.2
O=C(Nc1ccc(Cl)cc1)C(=O)NC1CC1	-19.3
CCc1ccc(N2CC(C(=O)Nc3ccc(Br)cc3)CC2=O)cc1 (centres undefined)	-25.1
CN(C)/C=C1\N=C(c2ccccc2Cl)OC1=O	1.4
O=[N+]([O-])c1c(Cl)cc(O)c2c1C1C=CCC1C(c1ccc(Br)cc1)N2 (centres undefined)	-17.5
